High-throughput results as filed in PubChem BioAssay.
APJ antagonist – blocks the human apelin receptor APJ; P35414; CHO-K1 APJ beta-arrestin complementation, luminescence; inhibition, % at 20 µM; 330,000 tested, 0.32% active; AID 2521;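 active = inhibition above about 40% at 20 µM, limit read from the data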;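 also: cells challenged with 10 nM apelin-13 agonist together with compound; plate controls were apelin-13 plus DMSO wells for no effect and DMSO wells lacking apelin-13 for full effect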
CXCR6 inh – blocks human CXCR6 beta-arrestin recruitment; inhibition, % at 20 µM; AID 602244; 360,000 tested, 0.36% active; CHO-K1 PathHunter CXCR6 beta-arrestin, luminescence; in the data active = inhibition above about 34%, passing the limit was not always enough;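 also: antagonist mode with CXCL16 agonist at 10 nM final; 0% = 10 nM CXCL16 with DMSO and 100% = unstimulated wells without agonist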
Target sequence (O00574 whole entry, looked up): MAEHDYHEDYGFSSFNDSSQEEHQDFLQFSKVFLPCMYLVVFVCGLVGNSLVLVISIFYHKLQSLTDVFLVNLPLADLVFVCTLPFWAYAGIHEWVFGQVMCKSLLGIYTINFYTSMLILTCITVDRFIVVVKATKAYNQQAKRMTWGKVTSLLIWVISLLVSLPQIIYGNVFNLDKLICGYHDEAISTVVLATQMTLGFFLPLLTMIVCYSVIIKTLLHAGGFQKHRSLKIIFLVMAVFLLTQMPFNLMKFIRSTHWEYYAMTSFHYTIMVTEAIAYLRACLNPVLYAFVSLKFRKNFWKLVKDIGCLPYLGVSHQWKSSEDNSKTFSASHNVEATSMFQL
CCR6 antag – blocks CCL20-driven beta-arrestin recruitment at human CCR6 | P51684 | CHO-K1 CCR6 PathHunter beta-arrestin, luminescence, CCL20-stimulated | inhibition, % at 20 µM | 340,000 tested, 0.49% active;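 active = compounds whose inhibition of the agonist-driven luminescence signal at 20 µM reaches about 50%, limit read from the data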;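 also: cells stimulated with CCL20 at 14 nM final; plate controls were DMSO with CCL20 for no effect and DMSO without agonist for full effect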
Target sequence (P51684 whole entry, looked up): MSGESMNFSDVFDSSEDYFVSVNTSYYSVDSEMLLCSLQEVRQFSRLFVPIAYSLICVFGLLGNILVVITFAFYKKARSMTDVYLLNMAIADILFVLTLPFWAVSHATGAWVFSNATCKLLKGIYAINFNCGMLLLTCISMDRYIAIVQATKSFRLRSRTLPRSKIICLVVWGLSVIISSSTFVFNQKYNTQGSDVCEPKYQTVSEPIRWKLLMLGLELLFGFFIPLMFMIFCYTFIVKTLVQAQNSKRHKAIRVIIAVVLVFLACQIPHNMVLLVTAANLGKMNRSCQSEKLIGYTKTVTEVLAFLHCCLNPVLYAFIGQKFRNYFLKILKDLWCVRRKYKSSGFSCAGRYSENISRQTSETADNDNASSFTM
EBI2 block – antagonists of human EBI2 receptor | EBI2 beta-arrestin recruitment, luminescence, 7a,25-OHC stimulated | inhibition, % at 5 µM | P32249 | 360,000 tested, 0.81% active; in the data active = inhibition above about 38%;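 also: enzyme fragment complementation signal reports receptor beta-arrestin coupling in cells; 0% = agonist plus DMSO wells and 100% = wells without agonist; some results beyond the cut were filed as inactive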
Target sequence (P32249 whole entry, looked up, the tested form may be a part): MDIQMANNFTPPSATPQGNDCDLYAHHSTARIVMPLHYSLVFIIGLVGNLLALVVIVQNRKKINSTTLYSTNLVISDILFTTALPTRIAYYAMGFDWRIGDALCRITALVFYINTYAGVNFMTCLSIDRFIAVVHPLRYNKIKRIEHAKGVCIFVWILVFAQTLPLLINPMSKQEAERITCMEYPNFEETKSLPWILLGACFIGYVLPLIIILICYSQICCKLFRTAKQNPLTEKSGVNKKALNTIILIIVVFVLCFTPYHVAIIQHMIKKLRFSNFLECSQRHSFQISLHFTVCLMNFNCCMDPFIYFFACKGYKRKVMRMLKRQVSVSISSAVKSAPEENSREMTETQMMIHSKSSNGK
Gli-Sufu block – antagonists of Gli-Sufu signaling; inhibition, % at 5 µM; Sufu-KO-LIGHT fibroblasts, Gli luciferase reporter luminescence; 340,000 tested, 0.74% active;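 active = inhibition above about 55%, limit read from the data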;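 also: 0% = DMSO-treated cells and 100% = wells with medium but no cells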
Jurkat NFkB inh – inhibitors of the PMA/ionomycin-induced NF-kB reporter in Jurkat cells | 330,000 tested, 0.53% active | PMA/ionomycin-induced NF-kB luciferase reporter, luminescence | inhibition, % at 4 µM; in the data active = inhibition above about 50%
697 NFkB inh – inhibitors of the PMA/ionomycin-induced NF-kB reporter in 697 B cells. 697 B-cell NF-kB luciferase reporter, 16 h. inhibition, % at 4 µM. 330,000 tested, 0.33% active; in the data active = inhibition above about 35%
UBC13 polyUb – blocks human UBC13 polyubiquitin chain formation; AID 485273; P61088; inhibition, % at 20 µM; TR-FRET; 330,000 tested, 0.47% active; in the data active = inhibition above about 45%, passing the limit was not always enough
Starred values were filed as active, the others as inactive; nt = no result given.

Structure | APJ antagonist | CXCR6 inh | CCR6 antag | EBI2 block | Gli-Sufu block | Jurkat NFkB inh | 697 NFkB inh | UBC13 polyUb
O=C(Nc1ccc(S(=O)(=O)NCC2CCCO2)cc1)c1ccc(F)cc1 (centres undefined) | 2.0 | -1.8 | 4.0 | 4.3 | 17.8 | 32.7 | -11.4 | 3.7
CCOC(=O)c1c(-c2ccccc2)csc1NC(=O)CSc1ccccc1 | 9.5 | 3.2 | 24.5 | 10.1 | 10.9 | 11.1 | -17.9 | -7.7
CCOC(=O)C1=C(C)Nc2ccccc2N=C1NC(=O)c1cccc(S(=O)(=O)NCc2ccccc2)c1 | 8.1 | 10.8 | 17.3 | 8.0 | 4.7 | 4.5 | 26.2 | 10.6
COC(=O)CCSC(=S)N1CCOCC1 | -3.7 | 10.8 | 1.9 | -5.4 | 7.9 | 8.7 | 7.8 | 5.5
O=C(O)C[C@H]1c2cc(C(F)(F)F)ccc2S(=O)(=O)N1C1CCN(Cc2ccccc2)CC1 | 26.3 | 6.6 | 6.2 | -17.1 | -0.8 | 5.8 | 10.6 | -10.4
COCCNC(=S)N1CCC(NC(=O)Nc2ccc(C)cc2)CC1 | 5.4 | -12.2 | -6.2 | -5.7 | 7.0 | 7.2 | 3.0 | -0.2
O=[N+]([O-])c1ccc2[nH]c(=S)sc2c1 | nt | 1.2 | 14.7 | -5.6 | -4.8 | nt | nt | nt
Cc1noc(C(=O)Nc2ccc(C#N)cc2)c1Cl | 2.5 | -1.1 | 2.3 | -7.7 | -2.2 | -3.5 | 8.8 | 2.5
N#Cc1ccccc1NS(=O)(=O)c1cc2c3c(c1)CCN3C(=O)CC2 | 4.7 | 0.8 | 19.4 | 6.0 | 0.4 | -22.9 | 8.8 | 1.0
Cc1ccc(CN2CCC(c3nc4ccc(Cl)cc4[nH]3)CC2)cc1 | 7.7 | -0.8 | -4.8 | 6.2 | 20.9 | 14.0 | 20.1 | 12.9
CCOC(=O)c1c(C)oc2ccc(OCc3cc(C(=O)OC)oc3C)cc12 | -7.9 | 5.2 | 1.2 | 6.3 | -1.5 | 4.3 | 14.3 | -1.8
COc1ccc(NC(=O)CCCN2C(=O)C3C4C=CC(C4)C3C2=O)c(OC)c1 (centres undefined) | 6.0 | -10.2 | -1.5 | -8.5 | -1.9 | -4.7 | -5.6 | -5.6
O=C(NNC(=S)NC(=O)c1ccccc1)c1cccnc1 | -7.4 | 14.0 | 27.6 | -8.0 | -3.8 | -1.8 | -11.4 | -16.5
CN1CCN(c2nc(C#N)cc(-c3ccccc3)n2)CC1 | -10.6 | 0.6 | 14.2 | -2.2 | 0.4 | 3.7 | 6.0 | 3.4
C[C@@H](C(=O)NCC1CCCO1)N1C(=O)N2CCc3c([nH]c4ccccc34)[C@@]2(C)C1=O (some centres undefined) | 4.4 | 1.7 | 9.4 | -6.1 | 11.5 | -8.4 | 4.7 | 7.8
CC(C(=O)NC1CCCCC1)N1CCN(S(=O)(=O)c2cccs2)CC1 (centres undefined) | 8.8 | -0.6 | 9.0 | 12.5 | -16.6 | -14.3 | 15.4 | 11.8
C=CCC[C@H](Cc1ccc(F)cc1)C(=O)OC[C@@H](Cc1c[nH]c2ccccc12)NC(=O)[C@@H](CC=C)CC(=O)N[C@H](CO)Cc1ccccc1 | -6.6 | -24.8 | -5.1 | -2.6 | 3.5 | -1.1 | -0.9 | -3.5
O=C(CCCOc1ccccc1)n1nnc2ccccc21 | 7.4 | -7.2 | 1.8 | 4.9 | -7.2 | -4.0 | 4.7 | -6.3
CCc1ccc(N2CC(C(=O)Nc3ccc(F)cc3)CC2=O)cc1 (centres undefined) | -19.1 | -0.6 | -2.7 | 3.4 | -1.0 | 11.0 | 1.4 | -4.4
NC(=O)CC(NC(=O)Cc1ccc(Cl)cc1)c1ccc(N2CCC(Cc3ccccc3)CC2)c([N+](=O)[O-])c1 (centres undefined) | -55.4 | 3.6 | 10.7 | 5.3 | -6.1 | 6.5 | 8.5 | -10.8
Nc1nc(-c2ccccn2)nc(N)c1Cc1c(F)cccc1Cl | -6.6 | 11.0 | 14.6 | 6.9 | 12.4 | -17.2 | -9.7 | -15.7
CNc1snc(C)c1C(=O)OCC(=O)c1cc(F)ccc1OC | 13.9 | -1.0 | 5.1 | -3.4 | 10.2 | -4.5 | -1.6 | -4.9
CC(=O)c1ccc(N2CCN(C(=S)Nc3cc(C)ccc3C)CC2)cc1 | -7.5 | -3.8 | 8.6 | 5.2 | 7.2 | -3.1 | 5.7 | 8.0
CCCNC(=O)c1ccc2nc(-c3ccccc3)c(-c3ccccc3)nc2c1 | 12.9 | 3.2 | 0.0 | 19.7 | -7.8 | 1.7 | 7.0 | 7.6
CCOCCCNC(=O)C(Cc1ccccc1)NS(=O)(=O)c1ccc2c(c1)c(=O)n(C)c(=O)n2C (centres undefined) | -12.8 | 3.5 | 2.3 | -10.3 | 1.1 | -7.7 | 13.7 | -4.8

The closing 2 records of the part before lead into the next:
Structure | APJ antagonist | CXCR6 inh | CCR6 antag | EBI2 block | Gli-Sufu block | Jurkat NFkB inh | 697 NFkB inh | UBC13 polyUb
CCCNC(=O)c1ccc2nc(-c3ccccc3)c(-c3ccccc3)nc2c1 | 12.9 | 3.2 | 0.0 | 19.7 | -7.8 | 1.7 | 7.0 | 7.6
CCOCCCNC(=O)C(Cc1ccccc1)NS(=O)(=O)c1ccc2c(c1)c(=O)n(C)c(=O)n2C (centres undefined) | -12.8 | 3.5 | 2.3 | -10.3 | 1.1 | -7.7 | 13.7 | -4.8
COC(=O)[C@@]1(C)[C@H]2C(=O)N(C)C(=O)[C@H]2[C@H]2CN=C(SCC(=O)c3ccccc3)N21 | nt | 4.4 | 4.5 | -1.1 | -2.0 | nt | 2.7 | nt
Cc1nnc(SCc2cc(=O)[nH]c(/N=C(\N)Nc3ccccc3Sc3ccccc3)n2)s1 | -6.1 | 3.6 | 17.6 | 3.7 | -2.4 | -4.2 | -24.7 | -15.1
CCCCn1c(N)c(N(CCC(C)C)C(=O)C2=COCCO2)c(=O)[nH]c1=O | -0.9 | 8.4 | 8.2 | 6.8 | 0.3 | -6.4 | 8.7 | -10.3
Cc1cc(C)n(CC(O)CN(c2ccccc2)S(=O)(=O)c2ccc3ccccc3c2)n1 (centres undefined) | -7.1 | -3.4 | 5.0 | -4.2 | -2.3 | -9.2 | -29.0 | -8.5
O=C(NCc1ccccc1)C(c1ccc(F)cc1)N(C(=O)c1csnn1)C1CCCC1 (centres undefined) | -14.3 | 0.3 | 4.8 | -0.7 | -29.1 | 4.8 | 17.4 | 4.1
CC(=O)Nc1ccc(OCCC[n+]2ccccc2)cc1 | 3.9 | -4.0 | -8.1 | -0.9 | -3.4 | 6.7 | -3.2 | 4.9
CC1(C)CC(=O)C(C(c2ccc(Br)cc2)C2C(=O)CC(C)(C)CC2=O)C(=O)C1 | 21.3 | 2.4 | 4.7 | 1.0 | 6.8 | 8.9 | 5.8 | -10.0
CCOc1ccc(-c2nnc(SCC(=O)NC3CC3)o2)cc1 | 1.8 | 1.6 | 3.6 | -14.6 | 2.1 | -28.5 | 60.4* | 9.1
CCN1CCc2nc(NC(=O)Cc3ccc4c(c3)OCCO4)sc2C1 | 16.5 | -3.3 | 18.5 | -16.1 | 6.4 | -0.7 | 15.8 | 16.7
C/C(Cc1ccccc1)=N\NC(=O)CNC(=O)c1ccc(Cl)cc1Cl | 23.8 | 1.5 | 3.9 | 0.0 | 3.6 | 11.6 | -0.6 | 3.2
O=C(NC1CCCCC1)c1ccc(CS(=O)Cc2ccccc2Cl)o1 (centres undefined) | -26.4 | 3.9 | 15.6 | -11.4 | 6.1 | -3.0 | 9.7 | 1.6
O=[N+]([O-])c1cccc(S(=O)(=O)Nc2ccc(-c3ccc(N4CCOCC4)nn3)cc2)c1 | 7.4 | 1.4 | 11.3 | -6.3 | -21.1 | 8.0 | -10.7 | -11.0
O=C1/C(=C/c2cccs2)SC(=S)N1C1CCS(=O)(=O)C1 (centres undefined) | 10.8 | nt | 14.3 | nt | 9.6 | 10.7 | 15.3 | -2.3
COc1ccc(S(=O)(=O)NC(N)=NCCc2ccccc2OC)cc1 | 7.2 | -2.2 | 16.4 | -2.0 | 0.2 | -5.5 | 7.5 | 3.6
COc1cc(C(=O)NCC(=O)OCc2cc(=O)oc3c(C)c(C)ccc23)cc(OC)c1OC | 15.6 | -0.3 | 5.7 | 3.4 | -6.3 | 5.1 | 6.1 | -2.4
CCCCn1c2ccc(C)cc2c2nnc(SCCN3CCCCC3)nc21 | -2.7 | 1.3 | 13.2 | 69.2* | 14.5 | -15.9 | -24.0 | 5.7
Cc1nc(COc2ccc(C(=O)NCc3ccccc3CN3CCCCC3)cc2)cs1 | 1.7 | 12.7 | 5.0 | -5.5 | 3.3 | -30.4 | -41.6 | -1.6
Cc1ccc(C(=O)NC2CCCC2)s1 | -4.7 | -9.7 | -9.0 | 3.3 | -10.8 | 8.7 | -9.5 | -5.9
COc1ccccc1-c1nnc(SCc2nc3ccccc3s2)n1C | -19.1 | -0.8 | 10.1 | 0.0 | -2.3 | -3.1 | -6.3 | -0.6
CCOC(=O)c1cnc(-n2nc(C)cc2C)nc1N1CCOCC1 | 11.9 | -4.9 | 12.4 | -4.1 | 11.3 | 1.6 | 12.0 | 3.9
CN(CC(=O)Nc1ccc(N2CCOCC2)cc1)C(=O)C1CCCC1 | -11.7 | -2.4 | -1.8 | -2.1 | -0.1 | -6.7 | 3.1 | -10.1
C=CCSc1nc(=O)n2ccccc2n1 | -7.0 | 3.6 | -3.3 | 2.5 | -1.7 | -9.0 | -2.4 | -10.6
C=CCOC(=O)C1=C[C@H](c2ccccc2)[C@@H](CCCO)[C@H](OCC)O1 | 6.6 | 3.7 | 25.6 | -5.6 | 1.0 | -17.3 | -8.3 | 4.3
COc1cc(/C=C2\CCOC2=O)cc(OC)c1OC | -1.2 | -4.1 | 1.7 | -4.6 | 10.4 | -10.3 | -14.5 | -2.3
Cc1sc2ncn(CC(=O)N(C)C3CCCCC3)c(=O)c2c1C | 24.2 | -1.3 | 4.9 | -2.1 | -0.5 | -7.0 | 8.4 | 8.8

Three compounds already listed, ordered by the number in CXCR6 inh, low to high.
smiles | APJ antagonist | CXCR6 inh | CCR6 antag | EBI2 block | Jurkat NFkB inh | 697 NFkB inh | UBC13 polyUb
CCOC(=O)c1cnc(-n2nc(C)cc2C)nc1N1CCOCC1 | 11.9 | -4.9 | 12.4 | -4.1 | 1.6 | 12.0 | 3.9
CCCCn1c2ccc(C)cc2c2nnc(SCCN3CCCCC3)nc21 | -2.7 | 1.3 | 13.2 | 69.2* | -15.9 | -24.0 | 5.7
C=CCSc1nc(=O)n2ccccc2n1 | -7.0 | 3.6 | -3.3 | 2.5 | -9.0 | -2.4 | -10.6

(continued)
Structure | APJ antagonist | CXCR6 inh | CCR6 antag | EBI2 block | Gli-Sufu block | Jurkat NFkB inh | 697 NFkB inh | UBC13 polyUb
COc1ccccc1-n1c(SCC(=O)NC2CCCCC2)nc2c(c1=O)SCC2 | 6.3 | 6.2 | 15.0 | 8.9 | 8.0 | -2.9 | -1.1 | -3.5
O=C(NCc1ccc2c(c1)OCO2)c1ccc(N2CCCCCC2)c([N+](=O)[O-])c1 | 6.9 | 13.6 | 32.0 | 18.8 | 4.5 | 16.8 | 7.2 | -6.9
Cc1cc[n+](CC(=O)N2CCCc3ccccc32)cc1 | 16.6 | 2.4 | -10.0 | 2.9 | -1.5 | 5.2 | 17.3 | 2.2
COc1nc(-c2ccccc2)cc(-c2ccccc2)n1 | -10.6 | -2.2 | 12.3 | -13.9 | 10.6 | -7.4 | -21.2 | 2.2
CCOc1ccc(N(CC(=O)Nc2cccc(N(C)S(C)(=O)=O)c2)S(=O)(=O)c2ccccc2)cc1 | -45.9 | 3.7 | -20.2 | 13.9 | -37.9 | -7.0 | -10.9 | -0.5
CCOC(=O)C1CCN(C(=O)C2CCN(S(=O)(=O)c3ccc4ccccc4c3)CC2)CC1 | -4.3 | -0.5 | 3.0 | -9.5 | 24.0 | -1.0 | -13.4 | -0.2
COc1ccc(S(=O)(=O)N2CCCCC2)cc1NC(=O)C1CC(=O)N(Cc2ccco2)C1 (centres undefined) | 6.6 | 3.6 | 6.1 | 0.3 | 5.5 | 7.2 | 8.9 | 12.6
